# Screens: PubChem, National Center for Advancing Translational Sciences (NCATS)
# EPAC2 antag: blocks human EPAC2 exchange factor; EPAC2 GEF exchange of Rap1B-BODIPY-GDP, fluorescence; Potency, µM (series often up to 114 µM), inactives show at the highest dose activity, negative = inhibition, usual class: inhibitors; AID 720708; 360,000 tested, 0.18% active; further: on the % scale 0 is the no-effect control and ±100 the full control effect; nearly all actives have a fitted effect of over 45% in size; many of its hits are not listed in these tables
# Target sequence (Q8WZA2 whole entry, looked up): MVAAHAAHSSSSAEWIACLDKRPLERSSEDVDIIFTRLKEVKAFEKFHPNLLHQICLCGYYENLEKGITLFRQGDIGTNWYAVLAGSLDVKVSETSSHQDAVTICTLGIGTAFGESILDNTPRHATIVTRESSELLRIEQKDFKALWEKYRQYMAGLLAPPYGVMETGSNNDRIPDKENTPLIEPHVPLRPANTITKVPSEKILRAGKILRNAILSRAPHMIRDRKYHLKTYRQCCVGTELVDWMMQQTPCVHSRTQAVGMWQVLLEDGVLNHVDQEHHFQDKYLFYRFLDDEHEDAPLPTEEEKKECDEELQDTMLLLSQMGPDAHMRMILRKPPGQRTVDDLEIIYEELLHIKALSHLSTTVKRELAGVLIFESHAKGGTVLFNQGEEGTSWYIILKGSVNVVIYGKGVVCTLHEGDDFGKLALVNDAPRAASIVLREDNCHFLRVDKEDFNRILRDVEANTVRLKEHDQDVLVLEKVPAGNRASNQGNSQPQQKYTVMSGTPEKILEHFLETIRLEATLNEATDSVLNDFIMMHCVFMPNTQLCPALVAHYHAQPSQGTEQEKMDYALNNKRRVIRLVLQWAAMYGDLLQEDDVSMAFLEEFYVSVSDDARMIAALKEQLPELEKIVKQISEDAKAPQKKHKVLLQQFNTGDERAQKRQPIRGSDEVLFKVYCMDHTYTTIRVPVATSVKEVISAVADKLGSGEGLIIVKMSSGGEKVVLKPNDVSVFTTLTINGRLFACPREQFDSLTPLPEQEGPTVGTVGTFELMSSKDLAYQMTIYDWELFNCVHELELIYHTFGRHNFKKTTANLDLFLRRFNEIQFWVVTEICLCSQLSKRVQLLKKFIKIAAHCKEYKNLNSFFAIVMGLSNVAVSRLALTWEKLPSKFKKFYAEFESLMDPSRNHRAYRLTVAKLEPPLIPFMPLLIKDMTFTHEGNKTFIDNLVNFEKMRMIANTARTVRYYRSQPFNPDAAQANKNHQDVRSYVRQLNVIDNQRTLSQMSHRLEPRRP
# TGFb inhibitor: blocks TGF-b signaling; HepG2 CAGA-GFP TGF-b/SMAD3 reporter, GFP fluorescence, 18 h; TGF-beta stimulated, 500 pg/mL final; Potency, µM (top dose mostly 46.1 µM), for inactives: at the top dose activity, negative = inhibition, most hits filed as inhibitors; 410,000 tested, 1.2% active; further: on the % scale 0 is the no-effect control and ±100 the full control effect; nearly all actives have a fitted effect of over 65% in size
#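 Using HEPG2 CAGA-GFP reporter cells at 1000 cells/well, we pinned test compounds, stimulated with recombinant TGF-beta (500 pg/mL final) and measured total well GFP after 18 h.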
# ATXN2 expr inh: inhibitors of ATXN2 expression; HEK-293 ATXN2-luciferase reporter, luminescence, 24 h; Potency, µM (titrated, usually from 57 µM), for inactives: top-dose activity change, negative = inhibition, most hits filed as inhibitors; 360,000 tested, 0.72% active; AID 1745845; further: on the % scale 0 is the no-effect control and ±100 the full control effect; nearly all actives have a fitted effect of over 55% in size
#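 ATXN2-luciferase reporter cells (luciferase flanked by upstream and downstream ATXN2 gene portions) were treated 24 h at 37 °C with compounds at up to 57 uM. SteadyGlo luminescence gave expression; GF-AFC fluorescence gave viability.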
# Nrf2 inh: blocks Nrf2 signaling; 360,000 tested, 2.1% active; Potency, µM (highest dose often 46 µM), without a hit: at the top dose activity change, negative = inhibition, actives largely listed as inhibitors; A549 ARE-Fluc reporter, luciferase luminescence, 18-24 h; AID 504444; further: on the % scale 0 is the no-effect control and ±100 the full control effect; nearly all actives have a fitted effect of over 60% in size
#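 A549 ARE_Fluc cells, 5000/well, 5% FBS OPTI-MEM; compounds in dose-response, 18-24 h at 37 °C/5% CO2; CellTiter-Fluor viability read (Ex 405/Em 525), then BugLite luciferase luminescence = Nrf2 activity.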
# A549 viability: kills or reduces viability of A549 cells in Nrf2 counter-screen; Potency, µM (top dose mostly 46 µM), without a hit: at the top dose activity change, negative = cytotoxicity, usual class: inhibitors; 390,000 tested, 0.16% active; AID 504648; A549 ARE-Fluc cells, CellTiter-Fluor viability, 18-24 h; further: on the % scale 0 is the no-effect control and ±100 the full control effect
#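 A549 ARE_Fluc cells in 5% FBS OPTI-MEM were exposed to compounds in concentration-response for 18-24 h at 37 deg C. Viability was read by CellTiter-Fluor fluorescence (Ex 405/Em 525) after 30 min, before the luciferase read.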
# MCF10A rerep: inducers of DNA re-replication in MCF 10A breast cells | MCF 10A DNA re-replication, Hoechst nuclear intensity, 48 h | Potency, µM (titrated, usually from 46.1 µM), for inactives: at the top dose activity, positive = re-replication, actives largely listed as activators | 350,000 tested, 2.9% active; further: % of control where 0% means no effect; nearly all actives have a fitted effect of over 50% in size
# ATXN viability: reduces viability in counter-screen for ATXN expression inhibitors | AID 651635 | Potency, µM (highest dose often 56.7 µM), actives largely listed as cytotoxic | S2 cells (HEK-293 line with an ATXN2-luciferase reporter) viability, CellTiter-Fluor protease fluorescence, 24 h | 400,000 tested, 0.49% active; further: nearly all actives have a fitted effect of over 40% in size
# HepG2 viability: kills HepG2 cells in TGF-b inhibitor counter-screen; 410,000 tested, 0.76% active; HepG2 CAGA-GFP viability, ATP luminescence, 18 h; Potency, µM (top dose mostly 46.1 µM), for inactives: top-dose activity change, negative = cytotoxicity, usual class: cytotoxic; AID 588856; further: some results filed as inactive show a strong effect at the top dose
#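 HepG2 CAGA-GFP cells (1000/well, DMEM with 1% FBS) received compound, then TGF-beta at 500 pg/mL final, and were incubated 18 hours at 37 degrees C. Viability was read by CellTiter-Glo luminescence. Media-only wells were set as complete cell-killing and DMSO as no toxicity.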
# Nrf2 ARE act: activators of Nrf2 (ARE) signaling; AREc32 ARE-luciferase reporter (MCF7-derived line), luminescence, 24 h; Potency, µM (doses to about 46.1 µM), inactives show top-dose activation, hits mostly activators; 410,000 tested, 0.31% active; further: % of control where 0% means no effect; nearly all actives have a fitted effect of over 65% in size
#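 Quantitative high-throughput format: AREc32 reporter cells, 1000 per well, received compound by pin transfer and were incubated 24 hr at 37 deg C, 5% CO2, before Steady-Glo luminescence detection.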
# * hit, by the source's call; i = inactive; ? = inconclusive; / = not tested or not shown; & = joins results of further samples; [ ] = another dose, or the depositor's remark. The call rests on the fitted dose curve; in most records, active means well fitted curve in the direction sought with a large enough effect; inconclusive means small, poorly fitted or top-dose-only effect, or another doubt; inactive means no such curve, though single readings can be large; an effect the other way counts as inactive or inconclusive. Potency means the concentration at half of the fitted maximal effect. These rows are one share of the data. The share of hits here may be higher or lower than overall.
SMILES,EPAC2 antag,TGFb inhibitor,ATXN2 expr inh,Nrf2 inh,A549 viability,MCF10A rerep,ATXN viability,HepG2 viability,Nrf2 ARE act
CCc1nnc(NC(=O)CSc2nnc(COc3ccc(C)cc3)n2-c2ccccc2)s1,1%,-18%,-7%,-16%,-14%,?,i,2%,-0.5%
O=C(Nc1ccccc1N1CCCC1)c1cc(Cl)ccc1Cl,-3%,9%,/,0%,0%,17%,i,-2%,7.4%
Cc1ccc2nc(-c3ccc(Cl)c(NC(=O)COc4ccc([N+](=O)[O-])cc4)c3)oc2c1,/,-23%,49%[activator],?,0%,/,i,-95%,4.7%
CCC(=O)N1CCc2cc(S(=O)(=O)CCC(=O)N3CCN(c4ccc(Cl)cc4)CC3)ccc21,5%,?,?,16µM*,1%&-10%,9%,?,-15%&-1%,0.7%&-0.7%
CCCCn1c(SCC(=O)NC2CCCC2)nc2ccccc2c1=O,13%,0%,-1%,-10%,-7%,-5%,i,-15%,-0.2%
COCCNC(=O)C(c1ccccc1)N(Cc1cccs1)C(=O)Cn1nnc2ccccc21 (configuration not stated),-5%,-2%,2%,18%,6%,?,i,-4%,0.3%
Cc1ccc(CNC(=O)CCCn2c(=O)c3ccccc3n(CC(=O)Nc3ccc(C)c(C)c3)c2=O)cc1,/,0%,16%,28%,-6%,/,i,2%,0.6%
COc1ccc2c(c1)cc1c(=O)n(CC(=O)NCc3ccco3)nc(C)n12,/,-6%,-10%,-1%,1%,/,i,-10%,-0.7%
Cc1ccc(C)c(OCc2cc(C(=O)N3CCc4sccc4C3)no2)c1,-6%,1%,-3%,8%,-1%,17%,i,-9%,-0.2%
Cc1nn(CC(=O)Nc2ccc(Cl)cn2)c(C)c1Br,10%,?,4%,-23%,3%,14%,i,12%,-1.0%
CN(Cc1ccccc1)C(=O)c1[nH]cnc1C(=O)Nc1ccc(Br)cc1F,-5%,?,-15%,/,/,/,i,-46%,15%
O=C(Nc1ccc(C(=O)N2CCCCC2)cc1)C1=CSCCO1,0%,-18%,/,-5%,-1%,-5%,i,-70%,-0.2%
CCN(Cc1ccccc1)C(=O)C1CCN(C/C(C)=C/c2ccccc2)CC1,-8%,-12%,-6%,-1%,-6%,3%,i,-30%,0.0%[9.22 µM]
Cc1nnc(NC(=O)C2CCCN(S(=O)(=O)c3ccccc3C(F)(F)F)C2)s1 (configuration not stated),-2%,?,2%,-29%,1%,10%,i,-7%,-0.5%
CCOC(=O)c1ccc(Nc2cc3ccccc3c(=O)[nH]2)cc1,-7%,-14%,-7%,?,0%,?,i,-27%,4.8%
CC1CCC(NC(=O)COC(=O)c2n[nH]c(=O)c3ccccc23)CC1 (configuration not stated),2%,-18%,4%,5%,-2%,-3%,i,4%,8.9%
Cc1cc(C(=O)CSc2nc3ccccc3o2)c(C)n1CC1CCCO1 (configuration not stated),1%,?,-1%,-8%,-18%,?,i,-15%,4.6%
Cc1cc(C)n(-c2nc3ccccc3c(=O)n2OCC(=O)N(C)C)n1,-6%,-11%,-8%,/,0%,-3%,i,-2%,0.2%
CCCNC(=O)CC1Sc2ccccc2NC1=O (configuration not stated),2%,32%,2%,/,0%,?,i,1%,0.1%
COc1ccc(C(CNC(=O)COc2ccccc2C)N2CCCC2)cc1 (configuration not stated),-1%,-5%,-10%,-5%,2%,5%,i,-13%,-0.3%
Cc1cc(C)c(NC(=O)COC(=O)c2c(C)noc2C)c(Cl)c1,1%,3%,/,-2%,-2%,17%,i,-2%,-0.5%
Cc1nc(C)c(C(=O)OCC(=O)NCCc2ccc(S(N)(=O)=O)cc2)s1,0%,7%,0%,-8%,0%,-5%,i,0%,0.0%
CC(C)(O)CCc1c(-c2ccc(O)cc2O)oc2c3c(cc(O)c2c1=O)OC(C)(C)C=C3,-7%,?,-10%,6%,-4%,?,i,-103%,-0.6%
CCS(=O)c1ccccc1C(=O)O (configuration not stated),-2%,-3%,-7%,-13%,0%,2%,i,-5%,0.2%
C=C(C)C1CC=C(C)/C(=N/NC(=O)c2ccccc2[N+](=O)[O-])C1 (configuration not stated),-19%,-2%,3%,?,-4%,?,i,-28%,3.0%

# Individual results from the results shown:
# For ATXN2 expr inh, `CCc1nnc(NC(=O)CSc2nnc(COc3ccc(C)cc3)n2-c2ccccc2)s1` is entered as -7%
# For A549 viability, `COc1ccc(C(CNC(=O)COc2ccccc2C)N2CCCC2)cc1` (configuration not stated) is entered as 2%
# For ATXN2 expr inh, `CC(C)(O)CCc1c(-c2ccc(O)cc2O)oc2c3c(cc(O)c2c1=O)OC(C)(C)C=C3` is entered as -10%
# For Nrf2 inh, `Cc1nc(C)c(C(=O)OCC(=O)NCCc2ccc(S(N)(=O)=O)cc2)s1` is entered as -8%

# Results in TGFb inhibitor, for 2 of the compounds above:
Compound	TGFb inhibitor
Cc1cc(C)c(NC(=O)COC(=O)c2c(C)noc2C)c(Cl)c1	3%
Cc1nc(C)c(C(=O)OCC(=O)NCCc2ccc(S(N)(=O)=O)cc2)s1	7%

# Other entries follow:
SMILES,EPAC2 antag,TGFb inhibitor,ATXN2 expr inh,Nrf2 inh,A549 viability,MCF10A rerep,ATXN viability,HepG2 viability,Nrf2 ARE act
CCC(C)NC(=O)C1CCCN1S(=O)(=O)c1ccc(Cl)cc1 (configuration not stated),11%,-8%,-5%,-6%,-5%,-1%,i,5%,0.0%
O=c1[nH][nH]c2c1C(C1CCCCC1)OC(C1CCCCC1)C2 (configuration not stated),-11%,/,7%,/,/,/,i,/,6.3%
CSc1nc(-c2ccco2)cc(-c2ccccc2)c1C#N,-3%,-4%,-4%,-4%,2%,-3%,i,-4%,16%
CCCCn1c(=O)[nH]c(=O)c2c1nc(-c1ccc(-c3ccccc3)cc1)n2C,2%,1%,-7%,9%,5%,4%,i,-6%,2.1%
CN(C)/C=C/C(=O)c1cccc([N+](=O)[O-])c1,0%,9%,-15%,8%,6%,-3%,i,3%,6.6%
COc1ccc(S(=O)(=O)NCc2ccco2)cc1NC(=O)c1ccccc1,3%,4%,-10%,4%,-13%,?,i,8%,3.1%
CC1=Nc2cccc([N+](=O)[O-])c2NC(=O)C1,0%,15%,-12%,-3%,-2%,6%,?,8%,0.8%
Cc1onc(-c2c(F)cccc2Cl)c1C(=O)OCn1nnc2ccccc2c1=O,1%,1%,-8%,-12%,-5%,?,i,-22%,0.2%
COCCCNC(=O)CSc1nc(-c2ccc(OC)c(OC)c2)[nH]c1-c1ccc(F)cc1,/,-14%,-2%,-14%,0%,/,i,-19%,4.5%
Cn1nc(C(=O)Nc2sc3c(c2C#N)CCCC3)ccc1=O,13%,-6%,-14%,7%,-3%,-55%[inhibitor],?,-15%,3.4%
CCCCCCNc1nc(Cl)nc(NC(C)(C)CO)n1,0%,-7%,10%,10%,8%,?,i,-62%,2.6%
CCOC(=O)c1cccc(NC(=O)CSc2nnc(-c3cccnc3)n2C)c1,-1%,-6%,-34%,-24%,-1%,2%,i,-9%,-0.4%
OCc1cn(-c2ccccc2)nc1-c1ccc(Br)cc1,-15%,?,63%[activator],?,-2%,?,?,-55%,5.9%
Cc1ccccc1C(=O)Nc1ccnn1C1CCN(Cc2cnn(C)c2)CC1,6%,1%,-3%,15%,-3%,2%,i,3%,-0.4%
COc1cc(NC(=O)CCNS(=O)(=O)c2ccc3c(c2)CCN3C(=O)C2CC2)cc(OC)c1,/,15%,17%,/,1%,/,i,-19%,-0.5%
CN(CC(=O)N1CCCCCC1)S(=O)(=O)c1ccc(Br)s1,1%,-13%,13%,24%,2%,-6%,i,0%,-0.6%
CCc1cc2c(-c3ccccc3)cc(=O)oc2cc1OCC(C)=O,-10%,15%,-17%,?,?,19%,i,-15%,9.7%
COCCNC(=O)c1onc(CSc2nc3ccccc3[nH]2)c1C(=O)NCCOC,1%,?,7%,-6%,0%,21%,i,-41%,-0.1%
CC1CC(NC(=O)/C(C#N)=C/c2ccc[nH]2)CC(C)(C)C1 (configuration not stated),6%,-37%,-26%,20%,-7%,?,i,-75%,-0.1%
CC1CCN(C(=O)COC(=O)c2ccc(F)c(S(=O)(=O)N3CCOCC3)c2)CC1,9%,4%,-1%,13%,-3%,-5%,i,-2%,0.1%
Cc1cc(NC(=O)C2CCCCC2)ncc1NC(=O)c1ccccn1,2%,5%,13%,7%,6%,2%,i,4%,0.3%
COC(=O)c1cccc(NC(=O)CSCc2ccccc2)c1,-13%,-15%,-7%,-1%,16%,?,i,-28%,2.1%
COc1cccc(/C=N/Nc2ccc(S(=O)(=O)O)cc2)c1O,4%,-19%,1%,-16%,-6%,-3%,i,1%,0.0%
CSCC[C@H](NC(=O)Nc1ccc(C)cc1C)C(=O)O,6%,17%,0%,0%,-8%,-5%,i,29%,-1.2%
COc1cccc(NC(=O)N2CCC(NC(=O)C(Cc3ccccc3F)NC(C)=O)CC2)c1 (configuration not stated),2%,7%,-3%,17%,0%,6%,i,3%,-0.3%

# The list continues.
SMILES,EPAC2 antag,TGFb inhibitor,ATXN2 expr inh,Nrf2 inh,A549 viability,MCF10A rerep,ATXN viability,HepG2 viability,Nrf2 ARE act
CCn1cc(CN2CCC(C(=O)Nc3cccc(-c4cccc(Cl)c4)c3)CC2)cn1,-4%,?,?,?,?,?,i,-92%,5.7%
Cc1ccccc1C(=O)NCc1ccncc1,11%,1%,3%,?,-4%,1%,i,-1%,-0.5%
Cc1sc2ncn(CC(=O)N3CCN(c4ccc(F)cc4)CC3)c(=O)c2c1S(=O)(=O)N1CCOCC1,4%,-14%,4%,4%,2%,-2%,i,-2%,-0.2%
CCCn1cc(S(=O)(=O)c2ccccc2)c(=O)c2cc(F)c(N3CCCC(C)C3)cc21 (configuration not stated),/,?,/,?,-21%,/,/,-21%,0.2%
CC(=O)NS(=O)(=O)c1ccc(NC(=S)NC(=O)C(C)C)cc1,19%,-2%,-33%,/,5%,0%,i,-7%,-1.0%
O=C(COc1ccc(S(=O)(=O)Nc2ccccc2)cc1)NCc1cccnc1,4%,-4%,5%,?,-7%,4%,i,3%,-0.6%
Cc1ccc(CCN2CC(C(=O)NCCN3CCOCC3)CC2=O)cc1 (configuration not stated),11%,3%,-3%,5%,5%,?,i,10%,-0.1%
COc1ccccc1C(=O)N/C(=C\c1ccc(Br)cc1)C(=O)NCCC(=O)O,6%,3%,-7%,22%,-3%,-27%,?,15%,0.4%
